Assay outcomes as filed in PubChem.
MazEF act: activators of E. coli MazEF toxin-antitoxin RNase, primary screen, biochemical, fluorescence, uHTS; activation, % at 20 µM; Endoribonuclease toxin MazF (Escherichia coli (strain K12)), P0AE70; 350,000 compounds, 0.32% hits; AID 504720, 2011; FAM/BHQ RNA-DNA oligo cleavage fluorescence, 5 h; in the data active means activation above about 50%
Target sequence (P0AE70 whole entry, looked up): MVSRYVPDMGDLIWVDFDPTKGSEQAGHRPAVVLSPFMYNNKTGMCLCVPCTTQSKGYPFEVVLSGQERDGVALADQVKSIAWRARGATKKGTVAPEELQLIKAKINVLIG
BoNT-A LC inh2: BoNT/A light chain protease inhibitors, primary screen, biochemical, flow cytometry, MLPCN library | multiplex microsphere protease substrate cleavage | AID 588499, 2011 | 360,000 compounds, 0.17% hits | inhibition, % at 10 µM; further: plate controls were buffer without enzyme for full effect and enzyme alone for no effect
DUSP3 inh: VHR1 phosphatase inhibitors, primary screen, biochemical, absorbance, uHTS; recombinant VHR phosphatase, pNPP absorbance; AID 1654, 2009; 290,000 compounds, 0.52% hits; inhibition, % at 13.3 µM; in the data active means inhibition above about 50%; further: some compounds called inactive have numbers as strong as hits
Target sequence (P51452 whole entry, looked up): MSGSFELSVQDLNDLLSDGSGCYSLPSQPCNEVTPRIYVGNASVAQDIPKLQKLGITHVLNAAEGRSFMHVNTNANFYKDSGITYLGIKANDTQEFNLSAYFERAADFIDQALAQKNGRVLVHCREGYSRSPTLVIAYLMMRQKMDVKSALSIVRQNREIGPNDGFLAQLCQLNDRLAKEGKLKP
PrPC TRFRET: inhibitors of human cell surface prion protein PrPC, primary screen, cell-based, TR-FRET | Major prion protein (Homo sapiens), P04156 | TR-FRET read-out | inhibition, % at 13.8 µM | 370,000 compounds, 0.43% hits | AID 720596, 2013; in the data active means inhibition above about 24%; further: 0% = median of the test wells and 100% = reference compound wells
Anthrax LF prot: Bacillus anthracis LF protease inhibitors, primary screen, biochemical, multiplex microsphere, MLPCN library. Lethal factor (Bacillus anthracis), P15917. multiplex microsphere protease cleavage assay. inhibition, % at 10 µM. 360,000 compounds, 0.12% hits; further: plate controls were buffer without enzyme for full effect and enzyme alone for no effect
PriA SSB inh: inhibitors of Klebsiella pneumoniae PriA binding to SSB C-terminal tail, primary screen, biochemical, AlphaScreen | PriA–SSB C-terminal tail interaction (Klebsiella pneumoniae) | AlphaScreen SSBct-PriA binding, biotinylated peptide | inhibition, % at 33 µM | 430,000 compounds, 0.6% hits | AID 1272365, 2023; in the data active means inhibition mostly above about 37%, no sharp cut-off; inactive means mostly below about 20%;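 further: plate controls were negative control peptide for no effect and reference peptide for full effect; strong numbers were not always called active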
BoNT-F LC inh: BoNT/F light chain protease inhibitors, primary screen, biochemical, flow cytometry, MLPCN library. Botulinum neurotoxin type F light chain protease (Clostridium botulinum). Multiplex microsphere protease cleavage assay. inhibition, % at 10 µM. 360,000 compounds, 0.22% hits. AID 588497, 2011; in the data active means inhibition above about 35%, passing the limit was not always enough; inconclusive means no clear call, values can overlap the other calls; further: plate controls were buffer without enzyme for full effect and enzyme alone for no effect
CCHF vOTU inh: CCHFV vOTU protease inhibitors, primary screen, biochemical, Pep-AMC substrate, fluorescence. inhibition, % at 11.5 µM. 370,000 compounds, 0.55% hits. Crimean-Congo hemorrhagic fever virus L polyprotein viral ovarian tumor (vOTU) protease …; in the data active means inhibition above about 30%; further: 0% = vehicle wells with enzyme and 100% = no enzyme wells
Rv3671c inh: Rv3671c serine protease inhibitors, primary screen, biochemical, fluorescence polarization, M. tuberculosis H37Rv; P9WHR9; inhibition, % at 5.96 µM; 320,000 compounds, 0.048% hits; AID 2606, 2010; in the data active means inhibition above about 38%;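 further: extracellular domain of Rv3671c used as enzyme; 0% = enzyme with DMSO and 100% = no enzyme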
Target sequence (P9WHR9 whole entry, looked up, the tested form may be a part): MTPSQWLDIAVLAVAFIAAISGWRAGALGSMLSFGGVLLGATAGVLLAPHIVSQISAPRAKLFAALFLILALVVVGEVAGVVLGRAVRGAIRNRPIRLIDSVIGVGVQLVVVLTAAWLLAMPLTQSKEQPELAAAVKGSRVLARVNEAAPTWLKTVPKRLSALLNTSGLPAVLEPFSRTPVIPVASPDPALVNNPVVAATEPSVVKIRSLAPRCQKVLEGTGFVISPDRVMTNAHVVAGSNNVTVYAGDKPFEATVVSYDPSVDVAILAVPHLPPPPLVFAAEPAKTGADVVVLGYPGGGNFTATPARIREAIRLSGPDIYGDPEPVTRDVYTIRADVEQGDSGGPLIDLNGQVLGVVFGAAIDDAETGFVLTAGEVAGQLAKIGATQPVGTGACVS
SARS 3CLpro inh: SARS-CoV 3CLpro protease inhibitors, primary screen, biochemical, quenched FRET; recombinant SARS-CoV 3CLpro, quenched FRET peptide cleavage; 290,000 compounds, 0.14% hits; inhibition, % at 6 µM; in the data active means inhibition above about 12%
* hit, by the source's call; ? = inconclusive; · = no result given. Unless noted, no stated cut-off is given here; in the data, active means inhibition above about 30%; inconclusive means no clear call, values can overlap the other calls; inactive means below that. These rows are one share of the data; the hit share may differ from the screen's.

compound,MazEF act,BoNT-A LC inh2,DUSP3 inh,PrPC TRFRET,Anthrax LF prot,PriA SSB inh,BoNT-F LC inh,CCHF vOTU inh,Rv3671c inh,SARS 3CLpro inh
CC(=O)N1CC(C)Sc2ccc(S(=O)(=O)NCCc3cccc(C)c3)cc21 (centres undefined),1,2.6,7,13,-3,2,-1,10,-7,-2
O=c1[nH]c(SCc2nc3c(cnn3-c3ccccc3)c(=O)[nH]2)nc2ccccc12,50*,0.5,13,-2,4,-13,?,6,·,0
O=C1c2ccccc2-c2c1cccc2C(=O)N1CCCCC1,3,1.4,4,-1,6,-11,2,14,-3,1
COc1cc(C=C2CCCC(=Cc3ccc(OCC4CO4)c(OC)c3)C2=O)ccc1OCC1CO1 (centres undefined),0,0.7,·,0,-2,·,-3,-6,·,·
O=C(Nc1ccc(N2CCCC2)c(Cl)c1)c1cccc(-c2cc3ccccc3oc2=O)c1,-2,-0.2,17,-6,-3,15,-3,7,10,-3
O=C(CN1C(=O)COc2ccc(Cl)cc21)Nc1ccc(N2CCOCC2)cc1,7,2.4,1,2,2,-7,5,-7,5,2
O=C(CN1CCN(S(=O)(=O)N2CCCCCC2)CC1)Nc1ccc(Br)cc1,1,-2.9,-2,-1,5,-12,-4,0,-4,-5
CC1CCCC(C)N1C(=O)COC(=O)/C=C/c1ccco1 (centres undefined),-11,-0.3,·,-2,-3,-2,-8,10,9,·
O=C(Nc1cccc(S(=O)(=O)N2CCOCC2)c1)C1CCCCN1S(=O)(=O)c1ccccc1 (centres undefined),-5,-1.0,·,3,-3,-13,15,-5,·,·
O=C(O)CCC1C(=O)NC(=O)CC1c1ccccc1 (centres undefined),·,-0.8,·,-8,-8,·,-6,-1,·,·
Cc1ccc(OCc2nnc(NC(=O)Cc3cccs3)s2)cc1,·,·,5,15,·,·,·,3,·,-6
CCOC(=O)c1nc2cc3n(c(CC(C)C)c-2c1C)CC(C)=C3C,30,11,12,-2,-12,-8,-28,-25,-9,5
CN(CC(=O)Nc1c(Cl)cccc1Cl)C(=O)c1ccc2nc[nH]c2c1,3,0.4,·,-2,1,5,-8,3,-4,·
CCCCCc1c(-c2ccccc2OC)ncn1CCc1ccccc1OC,·,-1.0,·,13,-6,·,-8,23,·,·
COc1ccc2nc(N/C(=N/S(=O)(=O)c3cccs3)c3ccccc3Cl)sc2c1,-3,0.1,-10,7,-3,·,-12,13,5,5
COc1ccc(N2CCN(C(=O)NC3CCCCC3)CC2)cc1,11,1.4,4,2,0,-13,14,2,5,-7
Cc1[nH]c2ccccc2c1C(=O)CN1CC(C)OC(C)C1 (centres undefined),8,·,17,·,·,-8,·,·,-10,7
COc1ccc2nc(-c3ccc(Cl)cc3)cc(C(=O)O)c2c1,-8,0.0,-10,-3,-3,-2,-4,-192,-1,-1
CCOc1ccc(N(C(=O)c2ccc(S(=O)(=O)N3CCCC3)cc2)C2C=CS(=O)(=O)C2)cc1 (centres undefined),2,2.1,-9,-2,2,-6,2,-5,4,5
Cc1ccc([C@@H]2CC(=O)[C@@H]3CN(S(=O)(=O)c4ccc(C)cc4)[C@H](c4cccc(Cl)c4)C[C@@H]3N2S(=O)(=O)c2ccc(Cl)cc2)cc1,-15,0.0,·,-1,-1,·,4,25,·,·
COc1cc2c(cc1OC)C(c1cc3cc4c(cc3[nH]c1=O)OCO4)N(C(=O)C1CC1)CC2 (centres undefined),10,0.1,26,3,0,10,1,-19,4,6
O=C(/C=C/Nc1ccccc1)C(F)(F)F,-14,-0.1,9,-1,0,2,-2,-6,1,2
CC(C)Oc1ccc(CNC(=O)c2ccc3nc(N4CCOCC4)sc3c2)cc1,3,-0.7,21,5,0,-6,-7,0,-2,-7
COc1cc(S(=O)(=O)n2nnc3ccccc32)c(OC)cc1Cl,10,0.4,18,-6,-3,-6,1,10,-6,-1
O=c1c2ccccc2ncn1Cc1ccc(Cl)cc1,-13,-0.3,12,·,2,0,2,·,6,0
Cc1ccc(NC(=O)Nc2ccc3c(c2)OCO3)c(Br)c1,-3,2.3,4,5,0,-27,6,-4,-16,-4
CN(C)CCN(Cc1ccco1)S(=O)(=O)c1csc(C(N)=O)c1,8,2.5,-6,-4,-2,-8,5,3,4,-2
C=CCSc1nccc(=O)[nH]1,3,-0.6,0,1,-5,4,-1,-9,3,4
CCC1(C)Cc2c(sc3nc(SC)n(Cc4ccccc4)c(=O)c23)CO1 (centres undefined),3,0.8,26,-3,-1,-6,-3,0,-3,4
Cc1ccc(NC(=O)CSCC(=O)NCc2ccco2)cc1,7,-5.0,·,4,3,-10,-3,5,-1,·
CC1(C(=O)NS(=O)(=O)c2cccc(Cl)c2)CCN1C(=O)Cc1ccc(Cl)cc1Cl (centres undefined),·,-0.4,·,7,1,·,3,-2,·,·
Cc1cc(C(C)(C)C)oc1C(=O)Nc1ccc(CC(=O)O)cc1,-347,-0.2,26,-3,0,2,-2,0,0,3
CSCCC(NS(=O)(=O)/C=C/c1ccccc1)C(=O)NCCc1ccc(S(N)(=O)=O)cc1 (centres undefined),4,0.6,1,3,-2,6,1,-14,0,-5
CCOC(=O)C1=C(c2ccccc2)NC(=O)NC1c1ccc(OC)c(OC)c1 (centres undefined),-6,0.0,15,-1,-6,-11,4,1,5,1
Cc1ccc(-c2nnc3sc(-c4ccncc4)nn23)cc1,4,-0.2,7,-6,-3,4,-3,-7,4,1
O=C(COc1cc2oc(=O)c3c(c2cc1Cl)CCC3)NCc1ccccn1,0,1.3,-7,·,2,-7,0,·,-8,1
CC(C)c1ccc(OCC(=O)NN2C(=O)c3ccccc3C2=O)c(Br)c1,5,0.1,-12,-6,-6,-16,?,11,-5,4
O=C(O)C1CCCCC1C(=O)Nc1cc(Cl)ccc1Cl (centres undefined),5,·,27,-6,·,-7,·,1,-9,-1
COc1ccc(-c2oc3cc(OC(C)=O)cc(OC(C)=O)c3c(=O)c2OC)cc1,-2,-0.3,·,-12,-1,8,-7,4,·,·
CC(C)N1C(=O)NC2NC(=O)N(C(C)C)C21 (centres undefined),·,-0.2,·,-3,-2,·,0,-11,·,·
O=C(CCNC(=O)c1ccc(Cl)cc1)Nc1ccncc1,-9,-1.5,·,6,0,10,-16,-9,11,·
CCN(CC)c1ncnc2c1ncn2[C@H]1CN(Cc2ccccc2)C[C@@H](COC(C)=O)O1,·,-0.2,·,0,1,·,3,-6,·,·
Cc1csc(NC(=O)[C@@H]2CCCN2C(=O)c2cccs2)n1,-29,-1.2,12,-1,-6,5,-7,0,1,-1
CCCC(=O)N1CCC1(C)C(=O)Nc1ccc(-n2cncn2)cc1 (centres undefined),·,-0.7,·,-6,-4,·,10,3,·,·
Cc1cc(C(F)(F)F)nc2c(Cl)c(C(C)(C)C)nn12,7,·,14,-4,·,-3,·,-6,-2,6
Cc1ccc(SC(=O)COc2ccccc2C)cc1,-8,-0.9,-1,-6,-8,-5,2,-1,3,2
O=C(NCc1nc2ccccc2[nH]1)C1=C[C@H](c2ccccc2)C[C@H](OCCCCO)O1,5,-0.2,11,-2,-8,0,1,-9,-8,·
O=C(CCCn1cc([N+](=O)[O-])cn1)Nc1cccnc1,9,-1.0,4,1,-7,-4,-3,-8,-9,4
O=C1CC(CSc2ccc(Cl)cc2)=NN1,0,·,14,-1,·,6,·,-1,-24,0
O=C(Nc1ncc(Cc2cccc(C(F)(F)F)c2)s1)c1ccc(-c2cccc([N+](=O)[O-])c2)o1,-2,-0.3,14,-6,-2,20,-9,-3,-13,-1
COc1cccc(/C=N/NC(=O)CO/N=C(\C)c2cccs2)c1OC,-8,-0.1,38,2,-1,·,0,-13,-2,-6
CCCCn1c(O)c(/C(C)=N/NC(=O)Nc2ccccc2)c(=O)[nH]c1=O,0,?,25,-1,-1,·,?,6,4,3
O=C(CC(c1ccco1)C1CCCCC1=O)c1ccco1 (centres undefined),3,0.1,21,-8,-5,-18,2,2,3,1
COc1ccc(N(CC(=O)NCCSCc2c(F)cccc2Cl)S(C)(=O)=O)cc1OC,-2,-0.2,-14,·,1,-6,-4,·,7,1
CCCCOc1ccc(CN2CCSCC2)cc1,0,-8.8,-16,-4,-9,-14,?,-4,·,9
Cc1nn(C)c(C)c1NS(=O)(=O)c1ccc(N2CCCC2=O)cc1,-1,-0.7,11,5,2,-11,1,2,4,4
CC(=O)c1ccc(Oc2ncnc3sccc23)cc1,6,0.4,-5,-5,-4,-18,0,7,-7,5
COc1ccc(N(CC(=O)NC2CCCC2)C(=O)Cn2nnc(-c3ccc(C)cc3)n2)cc1,-13,-0.5,9,4,3,10,-7,-6,0,-3
